High-throughput results (PubChem)
GAA glycogen: inhibitors or activators of human alpha-glucosidase glycogen cleavage. 0.38% of 300,000 active. P10253. recombinant GAA, glycogen substrate, Amplex Red glucose oxidase fluorescence. Potency, µM (highest dose often 76.4 µM), for inactives: top-dose activity change, negative = inhibition, most hits filed as inhibitors;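 note: 0% = full enzyme reaction and -100% = no-enzyme basal signal; the screen sought inhibitors and activators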
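Natural-substrate format: glycogen cleavage by 4 nM human enzyme, glucose read by Amplex Red coupling (Ex 573, Em 610 nm). Normalized to enzyme and no-enzyme controls.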
GAA inh: blocks human lysosomal alpha-glucosidase | purified human GAA, 4-MU-alpha-glucoside fluorescence | 0.005% of 200,000 active | Potency, µM (titrated, usually from 76.9 µM), inactives show at the highest dose activity change, negative = inhibition, hits mostly inhibitors;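 note: plate controls were uninhibited enzyme wells for no effect and no-enzyme background for full effect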
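qHTS format, compound range up to 77 uM. Human lysosomal enzyme at 4 nM, 400 uM 4-MU glucoside substrate, pH 5.0, 20 min room temperature; fluorescence after alkaline stop gives activity normalized to controls.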
Tau fluor cs: counter-screen for tau fibril formation inhibitors | tau K18 P301L Alexa594 fluorescence, heparin fibrillization | 0.93% of 280,000 active | Potency, µM (series often up to 57.7 µM), for inactives: top-dose activity change, negative = decrease; note: % is set by controls: 0 for no effect and ±100 for the full control effect; nearly all actives have a fitted effect of over 55% in size
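Human tau K18 P301L (15 uM unlabeled, 0.24 uM Alexa 594-labeled) in 100 mM sodium acetate pH 7 with 20 uM heparin, 6 hr at 37 C. ThT 30 uM added, 1 hr ambient; Alexa 594 FP and total fluorescence read at 555/632 nm.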
aGlu spleen mod: lysosomal alpha-glucosidase (human) modulation; P10253; human spleen homogenate, 4-MU-alpha-glucoside fluorescence; Potency, µM (titrated, usually from 79.9 µM), for the others: at the highest dose activity change, negative = inhibition, hits mostly inhibitors; 0.006% of 240,000 active; AID 2112;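 note: 0% = enzyme with vehicle and -100% = no enzyme basal signal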
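Compounds were titrated against alpha-glucosidase in spleen homogenate at pH 5.0, with 1 mM 4-methylumbelliferyl substrate for 40 min at 37 C. Reactions were quenched with pH 10 NaOH/glycine and fluorescence measured.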
Epigenetic derep: regulators of epigenetic silencing causing reporter derepression in mouse cells; Potency, µM (titrated, usually from 53.9 µM), for the others: top-dose GFP activation, most hits filed as activators; AID 1865; murine LDR cells, GFP reporter derepression, 30 h; 0.2% of 280,000 active; note: % of control where 0% means no effect; nearly all actives have a fitted effect of over 60% in size
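Murine LDR cells bearing a silenced CMV-driven GFP reporter were exposed to compound for 30 h at 37 C. After PBS washes, GFP-positive cells (20-120 um objects) counted by laser-scanning microplate cytometry.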
NPSR antagonist: blocks cAMP signaling of the human neuropeptide S receptor. CHO-NPSR cells, cAMP TR-FRET, antagonist mode. 1% of 220,000 active. Potency, µM (series often up to 38.3 µM), for inactives: top-dose activity change, negative = inhibition, usual class: inhibitors; note: % is set by controls: 0 for no effect and ±100 for the full control effect; nearly all actives have a fitted effect of over 50% in size; many of its hits are not listed in these tables
Target sequence (Q6W5P4 whole entry, looked up): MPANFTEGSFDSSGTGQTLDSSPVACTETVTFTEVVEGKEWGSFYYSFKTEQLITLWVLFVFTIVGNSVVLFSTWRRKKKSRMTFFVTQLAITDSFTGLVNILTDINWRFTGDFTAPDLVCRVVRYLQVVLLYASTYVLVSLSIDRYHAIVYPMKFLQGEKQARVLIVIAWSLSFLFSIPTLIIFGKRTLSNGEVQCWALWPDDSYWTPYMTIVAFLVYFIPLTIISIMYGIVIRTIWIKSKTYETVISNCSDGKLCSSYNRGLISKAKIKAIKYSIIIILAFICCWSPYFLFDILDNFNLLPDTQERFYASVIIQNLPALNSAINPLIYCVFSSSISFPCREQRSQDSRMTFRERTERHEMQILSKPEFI
ALDH1A1 block: ALDH1A1 (human) enzyme inhibition | 7.3% of 220,000 active | Potency, µM (doses to about 75.3 µM), without a hit: at the top dose activity, negative = inhibition, most hits filed as inhibitors | Purified ALDH1A1, NADH fluorescence, propionaldehyde substrate | P00352; active = well fitted inhibition curve with a large enough effect, not every such curve was filed as active; inconclusive = small, poorly fitted or top-dose-only effect, or another doubt; inactive = no such curve, though single readings can be large or run the other way;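 note: plate controls were no enzyme wells and a reference inhibitor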
Target sequence (P00352 whole entry, looked up): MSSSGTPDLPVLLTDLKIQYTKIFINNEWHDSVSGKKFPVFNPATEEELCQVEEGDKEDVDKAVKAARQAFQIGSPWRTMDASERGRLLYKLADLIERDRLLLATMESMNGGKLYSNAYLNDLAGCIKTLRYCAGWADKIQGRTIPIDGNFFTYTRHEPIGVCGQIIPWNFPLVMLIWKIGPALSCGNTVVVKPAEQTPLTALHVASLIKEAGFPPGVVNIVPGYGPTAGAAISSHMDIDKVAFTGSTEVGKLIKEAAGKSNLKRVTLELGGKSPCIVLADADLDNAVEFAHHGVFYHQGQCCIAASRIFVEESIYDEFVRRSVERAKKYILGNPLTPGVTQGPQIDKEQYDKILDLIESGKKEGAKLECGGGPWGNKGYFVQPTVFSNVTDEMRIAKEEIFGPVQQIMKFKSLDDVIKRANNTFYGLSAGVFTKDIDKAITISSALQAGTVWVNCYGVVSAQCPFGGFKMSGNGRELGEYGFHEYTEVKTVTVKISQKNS
GLA spleen mod: inhibits or activates alpha-galactosidase in human spleen homogenate. human spleen homogenate, 4MU-alpha-Gal fluorescence, 40 min. Potency, µM (highest dose often 80 µM), without a hit: at the top dose activity change, negative = inhibition, most hits filed as inhibitors. 0.008% of 240,000 active. AID 2107;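 note: 0% = enzyme with vehicle and -100% = no enzyme basal signal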
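Spleen homogenate 1 ug + cpd (titration) + 4-MU-alpha-D-galactopyranoside 1 mM; 37C 40 min; 50 mM citrate/phosphate pH 5.0, 0.01% Tween-20; stop pH 10; fluorescence 365/440; AC50 via Hill.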
* = called active by the depositor; ? = inconclusive; . = not tested or not shown; & = joins results of further samples; [ ] = remark or other dose. Unless noted, calls come from the whole dose curve; as a rule, active = well fitted curve in the direction sought with a large enough effect; inconclusive = small, poorly fitted or top-dose-only effect, or another doubt; inactive = no such curve, though single readings can be large; an effect the other way counts as inactive or inconclusive. Potency is the fitted concentration of half-maximal effect.

The opening 2 records, ahead of the listing:
#1 Cc1nnc(SCC(=O)NCCc2ccccc2)s1
#2 O=C(CSc1nnc(-c2ccccc2Cl)o1)Nc1ccccn1

screen / no.	1	2
GAA glycogen	24%	-4%
GAA inh	10%	-3%
Tau fluor cs	4%	-19%
aGlu spleen mod	2%	-4%
Epigenetic derep	0.0%	0.1%
NPSR antagonist	13%	-3%
ALDH1A1 block	0%	-6%
GLA spleen mod	-5%	4%

Results, previewed entries included:
#1 Cc1nnc(SCC(=O)NCCc2ccccc2)s1
#2 O=C(CSc1nnc(-c2ccccc2Cl)o1)Nc1ccccn1
#3 CCOC(=O)C1Oc2ccccc2C(c2ccc(OC)cc2)=C1C(=O)OC (configuration not stated)
#4 CC1CC(C)(C)Nc2ccc(OC(=O)c3ccco3)cc21 (configuration not stated)
#5 CCNc1nc(NCC)nc(ON=C(C)C)n1
#6 COc1cccc(NC(=O)CCCn2c(=O)[nH]c3ccccc3c2=O)c1
#7 CCCCNC(=O)N1CCN(S(C)(=O)=O)CC1
#8 COc1ccc2c(c1)CC/C2=N\OC(=O)c1ccccc1OC
#9 CNc1ccc(/C=C/C(=O)c2cccc3ccccc23)cc1[N+](=O)[O-]
#10 CCOC(=O)N1CCC(Nc2c(NCCCN(CC)Cc3ccccc3)c(=O)c2=O)CC1

screen / no.	1	2	3	4	5	6	7	8	9	10
GAA glycogen	24%	-4%	.	0%	4%	-5%	25%	7%	3%	4%
GAA inh	10%	-3%	.	1%	5%	4%	-11%	-13%	-4%	-2%
Tau fluor cs	4%	-19%	-12%[81.3 µM]	-22%	-3%	-11%	1%	-10%	-24%	-7%
aGlu spleen mod	2%	-4%	6%[119 µM]	-14%	-8%	-4%	6%	-5%	-1%	2%
Epigenetic derep	0.0%	0.1%	2.1%	?	2.1%	-1.1%	1.2%	-0.1%	17%	-2.5%
NPSR antagonist	13%	-3%	.	?	7%[46.1 µM]	-13%[46.1 µM]	18%	-25%	5%	10%[46.1 µM]
ALDH1A1 block	0%	-6%	-6%	?	8%	-4%	0%	6%	?	22%
GLA spleen mod	-5%	4%	8%[119 µM]	-4%	2%	0%	1%	-3%	-1%	6%

#11 COC(=O)Nc1nnc(COc2ccccc2)s1
#12 Cc1cccc(OCc2ccc(C(=O)Nc3ccc(F)cc3)cc2)c1
#13 NC(=O)SCC(=O)Nc1ccc(Cl)cc1
#14 O=C(NCCc1ccccc1)c1cccc(N2C(=O)C3CC=CCC3C2=O)c1 (configuration not stated)
#15 CCOc1ccc(-c2nnc(SCC(=O)Nc3cc(C)on3)o2)cc1
#16 COc1ccc(N=C/C=C2/C=C(c3ccccc3)OC(C)(C)O2)cc1
#17 O=C(c1ccccc1F)N1CCC(O)(c2cccnc2)CC1
#18 COCCNS(=O)(=O)c1cc(C)c(C)cc1C
#19 COc1ccc2cc(C(=O)NC3CCCCC3)c(=O)oc2c1
#20 N#C/C(=C/c1cccc([N+](=O)[O-])c1)c1nnc2n1CCCCC2

screen / no.	11	12	13	14	15	16	17	18	19	20
GAA glycogen	4%	-3%	-6%	-14%	4%	?	1%	4%	6%	-4%
GAA inh	.	6%	?	3%	3%	10%	1%	-5%	8%	-5%
Tau fluor cs	-1%	-14%	-22%	-11%	-3%	-11%	-2%	3%	-1%	-6%
aGlu spleen mod	4%	5%	1%	-4%	4%	0%	-6%	2%	-3%	-12%
Epigenetic derep	0.0%	-1.0%	-1.1%	0.7%	?	?	2.0%	2.4%	-0.9%	1.0%
NPSR antagonist	1%	8%	-3%[46.1 µM]	4%	-6%	-38%	4%[46.1 µM]	9%	-1%[46.1 µM]	7%[46.1 µM]
ALDH1A1 block	.	7%	?	-2%	2%	1.4µM*	-1%	-7%	?	20µM*
GLA spleen mod	20%	-1%	10%	-2%	0%	-15%	0%	7%	0%	-1%

#21 CC1(C)CC(=O)C(N=Nc2ccc(Br)cc2)=C(O)C1
#22 Cc1cccc(N(Cc2cc3ccccc3[nH]c2=O)C(=O)c2cccs2)c1
#23 N#Cc1ccc(C(=O)NCC(c2ccco2)N2CCCCC2)cc1 (configuration not stated)
#24 CCCc1ncc(C(O)(c2ccccc2)c2ccc(C)cc2)n1C (configuration not stated)
#25 CCOC(=O)c1nc(N2CCN(C(=O)OCC)CC2)c2c3c(sc2n1)CCCC3
#26 CCCCOC(=O)CCCc1ccc([N+](=O)[O-])cc1[N+](=O)[O-]
#27 CC(=C/c1ccccc1)/C=N/Nc1nc(N2CCOCC2)nc(N2CCOCC2)n1
#28 CN(CCc1ccccn1)c1ccc([N+](=O)[O-])cn1
#29 O=C(CNC(=S)N(Cc1ccccc1)Cc1cccs1)NCc1ccc(F)cc1
#30 COc1ccc(/C=C/C(=O)O)cc1S(=O)(=O)N1CCc2ccccc2C1

screen / no.	21	22	23	24	25	26	27	28	29	30
GAA glycogen	4%	0%	1%	-4%	6%	-13%	-13%	2%	-19%	-14%
GAA inh	.	.	4%	0%	2%	-7%	?	.	-24%	9%
Tau fluor cs	-11%	-15%	-2%	4%	-10%	-27%	-13%	2%	?	-16%
aGlu spleen mod	1%	5%	-3%	2%	2%	.	-1%	3%	4%	10%
Epigenetic derep	-1.3%	-1.0%	1.1%	-0.3%	-0.2%	-2.6%	-1.1%	1.1%	-0.9%	0.7%
NPSR antagonist	10%	-23%	-3%[46.1 µM]	-11%	?	-24%	-16%	2%	-35%	-14%
ALDH1A1 block	.	.	3%	?	?	?	0%	.	?	?
GLA spleen mod	-2%	-1%	-1%	1%	10%	-8%	8%	18%	-3%	-5%

#31 COc1ccc2cc(C(N)=O)/c(=N/NC(=O)c3ccco3)oc2c1
#32 COc1ccccc1N1CCN(CCCCNC(=O)c2ccc(-c3ccc(C(C)=O)cc3)cc2)CC1
#33 O=C(N/N=C/c1cn(CCOc2ccccc2)c2ccccc12)c1ccncc1
#34 N#Cc1cc2c(nc1SCC(=O)Nc1sc3c(c1C#N)CCC3)CCC2
#35 COc1cc(/C=N/Nc2nc(-c3ccc(S(=O)(=O)N(C)C)cc3)cs2)ccc1O
#36 COc1ccc(NC(=O)Cn2ncc(Cl)c(Cl)c2=O)cc1S(=O)(=O)N1CCOCC1
#37 CCOC(=O)CN1c2ccccc2NC(=O)CC1C (configuration not stated)
#38 O=C(c1ccc(CNc2c(N3CCCC3)c(=O)c2=O)cc1)N1CCc2ccccc2C1
#39 Cc1nc(SCC(=O)NCc2ccco2)nc(C)c1C
#40 O=C(CSc1ccc(-c2ccccn2)nn1)c1ccc(F)cc1

screen / no.	31	32	33	34	35	36	37	38	39	40
GAA glycogen	13%	.	-16%	0%	?	0%	-2%	-2%	4%	0%
GAA inh	-2%	.	-8%	2%	.	-4%	-6%[15.4 µM]	-9%	-3%	7%
Tau fluor cs	4%	-17%&-10%	14µM*[quencher]	-23%	13µM*[quencher]	-7%	0%	2%	-7%	-14%
aGlu spleen mod	-5%	3%&5%	-8%	-22%	-21%	6%	0%	-9%	-6%	-10%
Epigenetic derep	0.0%	0.0%&-1.6%	-1.8%	?	8.7%	-3.0%	2.7%	0.8%	2.5%	-0.1%
NPSR antagonist	-19%[46.1 µM]	.	3%	?	?	-31%	-1%[46.1 µM]	-21%[46.1 µM]	-11%[46.1 µM]	-7%
ALDH1A1 block	-7%	-5%&7%	-10%	-13%	.	11µM*	?	10%	25µM*	2%
GLA spleen mod	8%	7%&13%	-4%	-18%	2%	7%	5%	-12%	3%	-4%

#41 Cc1ccccc1CCN(C(=O)Cn1nnc2ccccc21)C(C(=O)NCC1CCCO1)c1nc2ccccc2n1C (configuration not stated)
#42 COC(=O)C1=C(N)c2ccccc2C1(C#N)c1ccccc1 (configuration not stated)
#43 Cc1[nH]n(-c2ccccc2)c(=O)c1-c1ccc(Cl)cc1
#44 COc1ccc(N(CC(=O)N/N=C/c2ccc(-c3ccc([N+](=O)[O-])cc3)o2)S(=O)(=O)c2ccc(C)cc2)cc1
#45 CC1(C)CC(=O)C(C(=S)Nc2ccccc2)=C(NC2CC(C)(C)NC(C)(C)C2)C1
#46 CC(=O)NCc1cc(-c2ccc(Cl)cc2)no1
#47 C=C1C2CC[C@@]3(C)C(c4ccoc4)OC(=O)C[C@@]13OC1CC(=O)C(C)(C)C(C(O)C(=O)OC)[C@]12C (some centres not stated)
#48 CC1CCC(N2CCN(c3ncccn3)CC2)CC1 (configuration not stated)
#49 CN1CCN(Cc2cc(Cl)c3cccnc3c2OC(=O)c2cccs2)CC1
#50 CC(C)C(=O)Nc1cc(=O)[nH]c2ncnn12
#51 Cc1ccc(N(CCC(=O)O)S(=O)(=O)c2ccccc2)cc1

screen / no.	41	42	43	44	45	46	47	48	49	50	51
GAA glycogen	10%	3%	?	10%	-11%	2%	.	0%	-3%	13%	10%
GAA inh	5%	-1%	-4%	-6%	2%	3%	.	2%	3%	-4%	0%
Tau fluor cs	-2%	?	-13%	?	-3%	9%	-18%	5%	-4%	4%	2%
aGlu spleen mod	-1%	-3%	-4%	-1%	-12%	5%	8%	-5%	6%	-9%	0%
Epigenetic derep	-1.1%	-7.2%	0.8%	0.0%	-0.1%	-3.6%	1.1%	0.0%	3.5µM*	-0.7%	10%
NPSR antagonist	26%	-8%[46.1 µM]	1%[46.1 µM]	-24%	4%	6%	.	-14%[46.1 µM]	16%	4%[46.1 µM]	2%
ALDH1A1 block	1%	?	-1%	10%	7%	8%	0%	13%	7%	12%	8%
GLA spleen mod	-5%	3%	0%	-4%	1%	-2%	6%	-5%	-10%	-8%	4%

Record cards, as listed above:
N#Cc1cc2c(nc1SCC(=O)Nc1sc3c(c1C#N)CCC3)CCC2 reads GAA glycogen: 0%; GAA inh: 2%; Tau fluor cs: -23%; aGlu spleen mod: -22%; Epigenetic derep: ?; NPSR antagonist: ?; ALDH1A1 block: -13%; GLA spleen mod: -18%
CCOC(=O)N1CCC(Nc2c(NCCCN(CC)Cc3ccccc3)c(=O)c2=O)CC1 reads GAA glycogen: 4%; GAA inh: -2%; Tau fluor cs: -7%; aGlu spleen mod: 2%; Epigenetic derep: -2.5%; NPSR antagonist: 10%[46.1 µM]; ALDH1A1 block: 22%; GLA spleen mod: 6%
Cc1cccc(N(Cc2cc3ccccc3[nH]c2=O)C(=O)c2cccs2)c1 reads GAA glycogen: 0%; GAA inh: .; Tau fluor cs: -15%; aGlu spleen mod: 5%; Epigenetic derep: -1.0%; NPSR antagonist: -23%; ALDH1A1 block: .; GLA spleen mod: -1%

Not all compounds are listed (hit frequency here may not be typical).
